High-throughput results: PubChem, National Center for Advancing Translational Sciences (NCATS)
EPAC2 antag: antagonists of human EPAC2 | 360,000 compounds, 0.18% hits | EPAC2 GEF exchange of Rap1B-BODIPY-GDP, fluorescence | AID 720708 | Q8WZA2 | Potency, µM (series often up to 114 µM), inactives show at the highest dose activity, negative = inhibition, most hits filed as inhibitors; also: potency is read from the fitted curve at half-maximal effect; % is scaled to controls: 0 for no effect and ±100 for the full control effect; nearly all actives have a fitted effect of over 45% in size; many of its hits are not listed in these tables
PTHR1 ag: activates the human parathyroid hormone receptor PTHR1. Q03431. HEK293 GP2 PTHR1 cells, GloSensor cAMP luminescence, 1 h. Potency, µM (titrated, usually from 115 µM), inactives show top-dose activation, actives largely listed as activators. 410,000 compounds, 0.075% hits; also: potency is read from the fitted curve at half-maximal effect; nearly all actives have a fitted effect of over 55% in size; some results filed as inactive show a strong effect at the top dose; inactives centre near -15; many of its hits are not listed in these tables
Target sequence (Q03431 whole entry, looked up): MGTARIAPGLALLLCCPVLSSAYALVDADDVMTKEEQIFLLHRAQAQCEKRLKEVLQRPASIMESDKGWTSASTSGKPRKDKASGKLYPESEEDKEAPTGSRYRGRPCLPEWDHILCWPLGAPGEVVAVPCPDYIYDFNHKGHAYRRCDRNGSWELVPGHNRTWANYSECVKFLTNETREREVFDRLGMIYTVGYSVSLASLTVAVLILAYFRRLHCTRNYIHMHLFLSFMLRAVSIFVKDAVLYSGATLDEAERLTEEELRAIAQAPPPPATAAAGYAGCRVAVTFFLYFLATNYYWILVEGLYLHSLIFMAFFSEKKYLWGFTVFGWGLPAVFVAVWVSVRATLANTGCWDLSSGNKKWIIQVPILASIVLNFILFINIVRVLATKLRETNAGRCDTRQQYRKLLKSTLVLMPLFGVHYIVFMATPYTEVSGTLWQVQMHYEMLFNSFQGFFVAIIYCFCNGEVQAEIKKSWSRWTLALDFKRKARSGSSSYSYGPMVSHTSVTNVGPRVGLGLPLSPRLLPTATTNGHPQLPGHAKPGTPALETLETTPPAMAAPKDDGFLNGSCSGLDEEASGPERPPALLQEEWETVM
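HEK-293-derived GP2 cells expressing PTHR1 and a GloSensor cAMP reporter, 3,000/well, plated overnight, given luciferin plus IBMX (each 0.5 mM as added) for 1 h at 37 °C, then compound for 1 h at 37 °C. Luminescence was read after 15 min at room temperature.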
Mm-Cpn inhibitor: M. maripaludis TRiC chaperonin inhibition | purified Mm-Cpn ATPase, ADP Transcreener TR-FRET | Potency, µM (titrated, usually from 76.9 µM), for inactives: at the top dose activity, negative = inhibition, actives largely listed as inhibitors | 330,000 compounds, 0.031% hits | AID 504842; also: potency is read from the fitted curve at half-maximal effect; % is scaled to controls: 0 for no effect and ±100 for the full control effect; nearly all actives have a fitted effect of over 80% in size
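Purified archaeal Mm-CPN (25nM final) preincubated 10 min at 37degC with compound, then 10uM ATP for 30 min at 37degC; ADP measured by HTRF Transcreener TR-FRET; buffer 30 mM TRIS pH 7.4, 100mM KCl, 5mM MgCl2, 1mM DTT.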
CCT modulator: modulators of cytosolic chaperonin (CCT/TRiC) activity | 360,000 compounds, 0.3% hits | purified chaperonin ATPase assay, HTRF ADP detection, 30 min | AID 651819 | activity change, % (concentration not given with the values), hits read low; in the data active = activity change below about -30%; also: % is scaled to controls: 0 for no effect and ±100 for the full control effect
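ATPase activity: ADP formed was measured by HTRF Transcreener (665/615 nm ratio) after 30 min at 37 deg C with 10 uM ATP. Compounds screened at one 76 uM concentration against 40 or 20 nM TRiC in Tris pH 7.4/KCl/MgCl2/DTT buffer.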
D3 ag: agonists of human D3 dopamine receptor; P35462; D3R DiscoveRx beta-arrestin cells, luminescence, 90 min; max activation, %; 410,000 compounds, 0.58% hits; AID 652048; in the data active = max activation above about 30%; also: 0% is about no effect; mostly tested at two doses, the higher about 12 µM
Target sequence (P35462 whole entry, looked up): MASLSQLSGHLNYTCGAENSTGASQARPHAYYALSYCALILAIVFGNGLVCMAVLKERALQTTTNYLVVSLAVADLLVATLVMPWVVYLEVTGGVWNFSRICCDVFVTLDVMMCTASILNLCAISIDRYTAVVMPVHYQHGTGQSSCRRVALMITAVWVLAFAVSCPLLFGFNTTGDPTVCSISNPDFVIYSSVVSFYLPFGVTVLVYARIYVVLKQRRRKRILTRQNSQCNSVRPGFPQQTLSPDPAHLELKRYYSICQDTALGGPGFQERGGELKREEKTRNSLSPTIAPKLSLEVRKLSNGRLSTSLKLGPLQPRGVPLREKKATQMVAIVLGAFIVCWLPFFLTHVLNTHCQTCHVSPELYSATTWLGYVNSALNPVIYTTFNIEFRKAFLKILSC
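Agonist-mode cell screen: cells plated at 1500/well and incubated overnight at 37 °C, then exposed to library compounds for 90 min at 37 °C. Detection reagent was added for 30–60 min at room temperature, and luminescence was read.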
Akt phos inh: blocks phosphorylation of Akt; activity change, % for hits at 50 µM; 360,000 compounds, 0.32% hits; Neuro2A IGF-stimulated pAkt S473 HTRF, 20 min; active compounds read low; in the data active = activity change below about -80%; inconclusive = mostly about -51% to -80%; also: % is scaled to controls: 0 for no effect and ±100 for the full control effect
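Neuro2A cells (4,500/well, DMEM with 0.5% FBS) were treated with compound at a single 50 µM final concentration, stimulated with 6 nM IGF for 20 min at 37 °C, and lysed. Phospho-Akt Ser473 was read by HTRF as 665/615 ratio ×10^4.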
EPAC2 ag: activates human EPAC2 exchange factor. Potency, µM (series often up to 154 µM), inactives show at the highest dose activation, most hits filed as activators. AID 720711. 360,000 compounds, 0.079% hits. Q8WZA2. EPAC2 activation, biochemical qHTS; response scale: 100% = 6.5 mM cAMP response; also: potency is read from the fitted curve at half-maximal effect; nearly all actives have a fitted effect of over 50% in size
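Compounds were titrated in qHTS against a Rap1B-BODIPY-GDP (250 nM) complex with EPAC2 (100 nM) and GDP (50 uM). BODIPY-GDP release tracked at 480/540 nm over 30 min at room temperature, normalized to 6.5 mM cAMP.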
DRD3 antagonist: blocks the human D3 dopamine receptor | P35462 | 360,000 compounds, 2.5% hits | max response, negative = inhibition, % | D3R cells, DiscoveRx beta-arrestin luminescence, antagonist mode; active compounds read low; in the data active = max response below about -50%; inconclusive = no clear call, values can overlap the other calls; also: % is scaled to controls: 0 for no effect and ±100 for the full control effect; mostly tested at two doses, the higher about 12 µM
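Cells plated overnight at 1500 cells/well, then exposed to library compounds with dopamine controls for 90 minutes at 37 degrees C. DiscoveRx reagent added for 30–60 minutes at room temperature; luminescence read, quantitative HTS format.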
The depositor's hits bear a star; i = inactive; ? = inconclusive; . = no result given; & = joins results of further samples; [ ] = another dose, or the depositor's remark. Unless noted, calls follow the shape of the dose curve; as a rule, active = well fitted curve in the direction sought with a large enough effect; inconclusive = small, poorly fitted or top-dose-only effect, or another doubt; inactive = no such curve, though single readings can be large; an effect the other way counts as inactive or inconclusive. A portion of the library; count on the stated rates, not on these rows.

Sequence of screens – EPAC2 antag | PTHR1 ag | Mm-Cpn inhibitor | CCT modulator | D3 ag | Akt phos inh | EPAC2 ag | DRD3 antagonist
1: CC(C)c1ccc(NS(=O)(=O)c2ccc(N3C(=O)CCC3=O)cc2)cc1
  -19% | -12% | 1% | 1.1 | 4 | i | 5% | -11
2: Cc1cc(C(=O)Cn2nc(C(=O)O)c3ccccc3c2=O)c(C)n1CCc1ccc(Cl)cc1
  -5% | -23% | -6% | -8.8 | 7 | i | 7% | 52
3: Cc1ccnc(NC(=O)CCCNC(=O)c2ccc(Cl)cc2)c1
  -1% | i | 0% | 2.0 | 6 | i | 2% | 1
4: COc1ccc(-n2c(=O)[nH]cc(C(=O)Nc3ccccc3)c2=O)cc1
  2% | ? | -3% | -4.1 | -6 | i | 8% | ?
5: O=C(NC(=S)NCc1ccccc1)c1ccc2c(c1)OCO2
  1% | -1% | 2% | -0.9 | -4 | i | 2% | 3
6: COc1ccc(NC(=O)c2nc(-n3nc(C)cc3C)ccc2Cl)cc1Cl
  12% | -8% | -1% | -2.6 | 7 | i | -6% | 1
7: COc1ccc(C(=O)COC(=O)CCC(=O)Nc2ccc(C(C)=O)cc2)cc1
  9% | -5% | 0% | -0.9 | -1 | i | 8% | 10
8: O=C(COC(=O)c1nc(Cl)ccc1Cl)NCc1ccc(Cl)cc1Cl
  7% | i | -2% | 0.0 | 1 | i | 2% | 22
9: CCCN(CCC)CCNC(=O)c1cn(C)c(=O)c2c1c1ccccc1n2C
  12% | -8% | 0% | -1.1 | 7 | i | 2% | 4
10: Cc1ccc(NC(=O)CN(C)C(=O)CCSc2ccc(F)cc2)cc1
  -4% | -34%[inhibitor] | -3% | 0.9 | 0 | i | -2% | 7
11: Cc1cccc(-n2nnnc2-c2cnccc2C(F)(F)F)c1C
  -15% | -8% | 0% | -2.6 | 1 | i | 8% | -6
12: Cc1ccnc(NS(=O)(=O)c2ccc(NC(=O)c3cc(=O)c4ccccc4o3)cc2)n1
  3% | -14% | 1% | -1.1 | -7 | i | -9% | 6
13: Cc1ccn2cc(-c3cccc(S(=O)(=O)N4CCCC4)c3)nc2c1
  -14% | -23% | 0% | -0.1 | 9 | i | -4% | -4
14: Cn1c(SCC#N)nnc1-c1cccnc1
  1% | i | 0% | -1.1 | -3 | i | 2% | 4
15: CCOC(=O)Cc1c(C)nc2c(-c3ccccc3OC)c(C)nn2c1C
  10% | -22% | 0% | 0.9 | -1 | i | 1% | -23
16: CCCn1c(=O)c(C(=O)NCc2ccco2)c(O)c2ccccc21
  13% | i | -1% | -2.2 | 3 | i | 3% | 14
17: CC(C)[C@H](NC(=O)c1ccco1)C(=O)OCC(=O)N(C)c1ccccc1
  4% | i | 0% | 2.9 | -22 | i | 0% | -6
18: COc1cccc(NC(=O)c2sc3nc(N4CCOCC4)c4c(c3c2N)CCCC4)c1
  ? | -3% | -1% | -0.2 | 3 | . | 5% | 34
19: Cc1cc(C(F)(F)F)nn1CC(=O)N(C)C1CCCCC1
  -2% | -1%[57.5 µM] | . | 4.5 | 5 | i | 0% | 11
20: N#CCCN(Cc1ccccc1)C(=S)Nc1ccccc1
  -1% | i | 0% | 0.7 | -7 | i | 2% | -14

Remaining list, next part.
Sequence of screens – EPAC2 antag | PTHR1 ag | Mm-Cpn inhibitor | CCT modulator | D3 ag | Akt phos inh | EPAC2 ag | DRD3 antagonist
21: O=C(C=Cc1ccco1)c1ccco1
  6% | -26% | . | 1.2 | -2 | i | 0% | -18
22: COc1cccc2cc(/C(C)=N/Nc3nc(-c4cc(C)ccc4C)cs3)c(=O)oc12
  9% | ? | 0% | 2.0 | 3 | i | -12% | -14
23: CC(C)C(=O)c1cn(CC(=O)NCC2CCCO2)c2ccccc12 (configuration not stated)
  -1% | i | 2% | -1.9 | 6 | i | 6% | -13
24: Cc1cc(C)cc(OCC(=O)NCc2nc(-c3ccccc3)no2)c1
  -2% | i | 2% | -20 | 1 | i | 23% | ?
25: COc1ccc2c(c1OC)C(=O)OC2N1C(=O)CC[C@H]1C(=O)Nc1ccc2c(c1)OCO2 (some centres not stated)
  -5% | i | -1% | 1.3 | 17 | i | 3% | 8
26: Cc1sc2nc(CSCC(=O)NC(C)(C)C)[nH]c(=O)c2c1C
  1% | i | 0% | -0.7 | 0 | i | 1% | 18
27: COC(=O)c1c(NC(=O)C(C)C)sc2c1CCN(Cc1ccccc1)C2
  -11% | -51%[inhibitor] | -2% | -2.9 | 2 | i | 15% | 12
28: O=C(N/C(=C\c1ccco1)C(=O)N1CCCC1CO)c1ccccc1 (configuration not stated)
  -12% | -4% | -7% | -1.3 | 2 | i | 7% | -2
29: COc1ccc(CN2CCN(Cc3ccc(C)cc3)CC2)c(OC)c1
  4% | i | 1% | 1.4 | -38 | i | 4% | -50*
30: CN(Cc1cc(=O)n2ccsc2n1)C1CCCCC1
  2% | 3% | ? | -3.4 | -3 | i | -2% | 17
31: O=C(CC(C(=O)O)C1CCCO1)NCc1ccccc1 (configuration not stated)
  4% | -3%[57.5 µM] | 3% | 2.3 | 8 | i | 15% | -22
32: CC(CN1CCN(Cc2ccccc2)CC1)c1ccccc1 (configuration not stated)
  3% | i | -1% | -1.1 | -4 | i | 7% | 0
33: Cc1cc(C)cc(C(=O)N(CCc2ccccc2)C2CC3CCC(C2)N3C)c1 (configuration not stated)
  0% | -18% | 0% | -0.3 | -11 | i | 4% | -6
34: Cc1cccc(N=C2NC(=O)C(CO)(CO)S2)c1
  7% | ? | -2% | -2.2 | 10 | i | -3% | 14
35: COc1cc(/C=N/NC(=O)c2cc(C)oc2C)ccc1OCc1ccccc1
  1% | -19% | 0% | -1.0 | 1 | i | -6% | 0
36: O=C(NC1CCCCC1)C(c1ccccc1)N(C(=O)c1csnn1)C1CC1 (configuration not stated)
  4% | -14% | 0% | 1.9 | 1 | i | 2% | 2
37: NS(=O)(=O)c1ccc2nc(-c3ccccc3)c(-c3ccccc3)nc2c1
  -5% | i | -1% | -0.1 | 13 | i | -4% | 0
38: CCc1ccc(-c2cc(C)no2)cc1S(=O)(=O)Nc1ccccn1
  -5% | -2% | 0% | -1.6 | -2 | i | 1% | -20
39: CN(C)c1ccc(N2[C@@H](CC(=O)O)c3cc(C(F)(F)F)ccc3S2(=O)=O)cc1
  3% | 10% | . | -0.5 | -16 | i | 0% | -26
40: CCOC(=O)C1CCN(S(=O)(=O)C(F)(F)c2nc3ccccc3s2)CC1
  0% | -15%[57.5 µM] | 2% | -0.4 | 10 | i | 17% | -12

(next part)
Sequence of screens – EPAC2 antag | PTHR1 ag | Mm-Cpn inhibitor | CCT modulator | D3 ag | Akt phos inh | EPAC2 ag | DRD3 antagonist
41: Cn1ccc2c(N(c3ccccc3)C3CCCCC3)cc3c(c21)C1CCC3O1 (configuration not stated)
  ? | i | . | 0.3 | -6 | i | 0% | 8
42: CC1CCCCC1NC(=O)CSc1nnc(COc2ccccc2Cl)o1 (configuration not stated)
  2% | 6%[57.5 µM] | -3% | -2.9 | 5 | i | -1% | -17
43: O=C(NCCCN1CCOCC1)c1cccc(S(=O)(=O)N2CCc3ccccc3C2)c1
  -8% | -12% | 0% | 0.2 | -17 | i | 6% | -57*
44: COc1cccc(-c2cn3nc4c(nc3n2)CCCC4)c1
  -1% | -14%[57.5 µM] | -2% | -0.1 | -9 | . | 0%[15.6 µM] | 0
45: Cc1ccccc1C(=O)NNC(=O)c1cc(S(=O)(=O)N2CCOCC2)ccc1C
  5% | 16% | -1% | 0.4 | 3 | i | 2% | 9
46: COc1cccc(/C=C2/CCC(CN(C)C)C2=O)c1 (configuration not stated)
  4% | -37%[inhibitor] | . | -3.2 | -23 | i | 6% | -69*
47: COC(=O)c1cccc(N2C(=O)C3C4C=CC(CC4)C3C2=O)c1 (configuration not stated)
  21% | i | 1% | 0.4 | 11 | i | 8% | -3
48: O=C(CCSCCc1ccccn1)Nc1c(F)c(F)c(F)c(F)c1F
  3% | -7% | 0% | 3.9 | 1 | i | 11% | 11
49: c1ccc2c(c1)ccc1nnnn12
  10% | i | . | 0.3 | 14 | i | 2% | 1
50: CCOC(=O)CC(NC(=O)CCc1c(C)nc2ncnn2c1C)c1ccc(C)cc1 (configuration not stated)
  5% | -16% | 2% | 1.2 | -5&-13 | i | -3% | 13
51: O=[N+]([O-])c1ccc(N/N=C/c2ccc[nH]2)cc1
  -24% | -30% | -8% | -2.2 | -15 | i | 2% | ?
52: c1ccc2c(C3OCC4(CCCC4)CO3)cccc2c1
  -20% | i | . | -2.5 | -3 | i | 7% | 4
53: Cc1ccc(Cn2c(C)c3cnn(CC(=O)NC4CCCC4)c(=O)c3c2C)cc1
  5% | -29% | -2% | -0.8 | 0 | i | -2% | 10
54: Cc1cc(NC(=O)c2cc([N+](=O)[O-])cc([N+](=O)[O-])c2)n(-c2ccccc2)n1
  15% | -85%[inhibitor] | 3% | -0.4 | -12 | i | 4% | -1
55: Brc1ccc(-c2nn3c(-c4ccccn4)nnc3s2)o1
  10% | i | -5% | -1.0 | -3 | i | -6% | 27
56: COc1ccc2cc3cc(C(=O)NCc4cccs4)oc3nc2c1
  -1% | -6% | -3% | -2.6 | -10 | i | 5% | -20
57: CC(C)C(C(=O)Nc1ccc2c(c1)OCO2)N1C(=O)c2ccccc2C1=O (configuration not stated)
  -3% | -8%[57.5 µM] | 1% | 0.4 | 9 | i | 5% | 2
58: CCOC(=O)C(NC(C)=O)C(=O)Nc1ccc(C(C)(C)C)cc1 (configuration not stated)
  2% | i | -5% | -0.3 | 0 | i | 0% | 10
59: CC(=O)c1nn(-c2ccc(Cl)cc2)cc1C(=O)c1ccc(C)cc1
  4% | -6% | . | -3.5 | 4 | i | 8% | -4
60: O=[N+]([O-])c1ccc(C2(O)CN(c3ccccc3)C3=[N+]2CCS3)cc1 (configuration not stated)
  -4% | -29% | 0% | -5.6 | -6 | i | 6% | -10
61: O=C1/C(=C\c2cccnc2)CCc2ccccc21
  0% | -18%[57.5 µM] | -1% | 4.8 | 5 | . | 26%[15.6 µM] | -17
